# Lamin A splicing – modulators of lamin A splicing; HeLa LMNA splicing GFP/RFP minigene ratio, 48 h; Potency, µM (doses to about 46.1 µM), for the others: at the top dose ratio change, negative = inhibition, usual class: inhibitors; actives 0.01% (n = 200,000); AID 1487; active = well fitted inhibition curve with a large enough effect in the signal ratio, with a control signal flat, not every such curve was filed as active; inconclusive = small, poorly fitted or top-dose-only effect, or effect the other way, or a change in a side signal; the % refers to the signal ratio; also: potency is read from the fitted curve at half-maximal effect; % is scaled to controls: 0 for no effect and ±100 for the full control effect
#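 S3 HeLa stable clones carrying a lamin A-EGFP splicing minigene plus DsRed2 were seeded at 600 cells/well in Opti-MEM with 2% FBS, pin-dosed and incubated 48 h at 37°C. Acumen cytometry (488 nm) gave the GFP/RFP total-intensity ratio.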
# Luc counter – blocks Kinase-Glo luciferase, a counter-screen artifact; Kinase-Glo luciferase, ATP luminescence, 8 min; actives 0.28% (n = 200,000); Potency, µM (doses to about 38.3 µM), for inactives: top-dose activity change, negative = inhibition, usual class: inhibitors; Q27757; also: potency is read from the fitted curve at half-maximal effect; % is scaled to controls: 0 for no effect and ±100 for the full control effect; nearly all actives have a fitted effect of over 60% in size
#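 Compounds were added to a substrate mix at pH 7.2 (50 mM imidazole, 10 uM ATP, within the enzyme's linear range), followed by Kinase-Glo detection reagent; luminescence was measured after 8 minutes at ambient temperature.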
# CBFb RUNX1 block – CBF-beta/RUNX1 interaction disruption. AlphaScreen CBFb-His/RUNX1-biotin binding, biochemical. Q01196+Q13951. Potency, µM (top dose mostly 59.8 µM), without a hit: top-dose activity, negative = inhibition, actives largely listed as inhibitors. 230,000 tested, under 10 active; also: % of control where 0% means no effect
# Target sequence (Q01196 whole entry, looked up): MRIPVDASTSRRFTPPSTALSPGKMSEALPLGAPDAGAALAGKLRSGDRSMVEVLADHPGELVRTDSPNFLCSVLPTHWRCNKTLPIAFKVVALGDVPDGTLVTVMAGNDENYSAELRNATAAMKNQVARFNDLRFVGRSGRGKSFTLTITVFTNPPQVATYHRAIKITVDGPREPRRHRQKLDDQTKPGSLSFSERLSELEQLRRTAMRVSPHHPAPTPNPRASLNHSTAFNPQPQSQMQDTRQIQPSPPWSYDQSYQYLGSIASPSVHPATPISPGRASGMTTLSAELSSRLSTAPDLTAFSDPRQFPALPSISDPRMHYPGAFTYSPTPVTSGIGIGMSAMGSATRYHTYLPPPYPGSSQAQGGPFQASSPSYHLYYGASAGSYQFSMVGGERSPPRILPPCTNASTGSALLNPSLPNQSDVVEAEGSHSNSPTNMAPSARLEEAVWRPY
# Target sequence (Q13951 whole entry, looked up): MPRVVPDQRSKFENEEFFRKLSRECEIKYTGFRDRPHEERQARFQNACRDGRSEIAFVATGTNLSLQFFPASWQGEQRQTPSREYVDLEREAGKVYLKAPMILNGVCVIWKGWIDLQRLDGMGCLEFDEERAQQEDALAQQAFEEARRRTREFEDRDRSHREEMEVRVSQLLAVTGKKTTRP
#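 Inhibition was taken as any reduction in AlphaScreen signal from the CBF-beta–RUNX1 pair (His and biotin tags, 30 nM each), measured after compound (15 min) and bead (90 min) incubations at room temperature.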
# NPSR antag – blocks cAMP signaling of the human neuropeptide S receptor; Potency, µM (top dose mostly 38.3 µM), for inactives: at the highest dose activity change, negative = inhibition, actives largely listed as inhibitors; CHO-NPSR cells, cAMP TR-FRET, antagonist mode; Q6W5P4; actives 1% (n = 220,000); AID 1461; also: potency is read from the fitted curve at half-maximal effect; % is scaled to controls: 0 for no effect and ±100 for the full control effect; nearly all actives have a fitted effect of over 50% in size; many of its hits are not listed in these tables
# Target sequence (Q6W5P4 whole entry, looked up): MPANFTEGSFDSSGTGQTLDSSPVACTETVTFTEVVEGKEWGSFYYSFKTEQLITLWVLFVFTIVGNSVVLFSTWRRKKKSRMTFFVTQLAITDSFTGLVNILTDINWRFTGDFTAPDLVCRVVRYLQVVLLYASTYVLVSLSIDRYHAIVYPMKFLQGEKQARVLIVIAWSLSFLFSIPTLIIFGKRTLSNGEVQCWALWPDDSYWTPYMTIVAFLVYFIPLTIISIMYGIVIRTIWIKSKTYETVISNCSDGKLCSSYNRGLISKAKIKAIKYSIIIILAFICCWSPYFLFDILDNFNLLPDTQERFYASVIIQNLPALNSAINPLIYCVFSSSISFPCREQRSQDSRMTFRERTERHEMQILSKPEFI
# Epigenetic reg – regulators of epigenetic silencing causing reporter derepression in mouse cells. murine LDR cells, GFP reporter derepression, 30 h. actives 0.2% (n = 280,000). AID 1865. Potency, µM (doses to about 53.9 µM), inactives show at the highest dose GFP activation, hits mostly activators; also: potency is read from the fitted curve at half-maximal effect; % of control where 0% means no effect; nearly all actives have a fitted effect of over 60% in size
#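 Readout is the number of GFP-expressing murine LDR cells, counted by cytometry following washing. Cells were treated with compound for 30 h at 37 C; the stably integrated CMV-GFP locus is normally silent.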
# IMPase Li cell – IMPase inhibition in cells with lithium potentiation; CHO-M1 cells, IP1 TR-FRET (IP-One), carbachol + lithium; actives 0.35% (n = 210,000); Potency, µM (doses to about 59.4 µM), for the others: at the top dose activity, negative = IMPase inhibition, actives largely listed as inhibitors; AID 1457;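 also: IP1 builds up when IMPase is blocked and the TR-FRET signal falls; potency is read from the fitted curve at half-maximal effect; plate controls were basal vehicle for no effect and high inhibitor control for full effect; nearly all actives have a fitted effect of over 50% in size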
#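 Test compounds were applied to CHO-M1 cells previously cultured for 16–30 h at 2000 per well. A small lithium amount accompanied them; after 30 min at 37C, IP1 was quantified by TR-FRET.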
# HTT aggregate – mutant huntingtin aggregation inhibition; AID 1688; PC12 HttQ103-GFP aggregates, Acumen cytometry, 40 h; actives 1.1% (n = 220,000); Potency, µM (series often up to 46.1 µM), for inactives: top-dose activity change, negative = inhibition, actives largely listed as inhibitors; also: potency is read from the fitted curve at half-maximal effect; % is scaled to controls: 0 for no effect and ±100 for the full control effect; nearly all actives have a fitted effect of over 60% in size
#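 Ecdysone-promoter PC12 model expressing HTT exon 1 Q103 fused to GFP, induced by tebufenozide at 100 nM final. Compounds titrated; aggregates sized 1–25 µm scored on a 488 nm laser cytometer.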
# Starred values were filed as active, the others as inactive; ? = inconclusive; . = no result given; & = joins results of further samples; [ ] = another dose, or the depositor's remark. Unless noted, calls follow the shape of the dose curve; as a rule, active = well fitted curve in the direction sought with a large enough effect; inconclusive = small, poorly fitted or top-dose-only effect, or another doubt; inactive = no such curve, though single readings can be large; an effect the other way counts as inactive or inconclusive.
no. | Molecule | IMPase Li cell | HTT aggregate | NPSR antag | Lamin A splicing | Luc counter | Epigenetic reg | CBFb RUNX1 block
1 | CC(C)(C)C(=O)N1N=C(c2cccc(NS(C)(=O)=O)c2)CC1c1cccs1 (stereo not drawn) | -2% | -29% | -43% | . | 0% | 0.0% | 2%
2 | O=C(COc1ccc(Br)cc1)N1CCOCC1 | -5% | -1% | 2%[46.1 µM] | -14% | -6% | -0.8% | -1%
3 | COc1ccccc1N1C(=O)c2ccccc2NC1c1ccncc1 (stereo not drawn) | 0% | -13% | 4%[46.1 µM] | 0% | 2% | 0.0% | 8%
4 | CN(C)c1ccc(/C=N/N=C/c2ccccc2O)cc1 | ? | -5% | -28%[46.1 µM] | -6% | -20% | 2.6% | 5%
5 | COC(=O)c1cc(C(=O)OC)cc(N2C(=O)CC(N3CCN(c4ccccc4)CC3)C2=O)c1 (stereo not drawn) | 9%[38.3 µM] | 15% | -9%[46.1 µM] | 5% | 1% | 1.0% | 5%
6 | CCN(c1ccc(C)c(C)c1)S(=O)(=O)c1c(C)[nH]c(=O)[nH]c1=O | 4%[38.3 µM] | -10% | -10%[46.1 µM] | 16% | -5% | -0.9% | 1%
7 | COc1cccc(C2CC(C(F)(F)F)n3ncc(C(=O)O)c3N2)c1 (stereo not drawn) | -1%[38.3 µM] | 14% | -8%[7.67 µM] | 2% | 1% | 5.7% | -2%
8 | CCOC(=O)CCC(=O)Nc1cccc([N+](=O)[O-])c1 | -3% | -3% | 15% | -1% | 2% | -0.9% | 2%
9 | CC1CN(c2nc3ccccc3nc2C(C#N)C(=O)NCc2ccc3c(c2)OCO3)CC(C)O1 (stereo not drawn) | 2%[38.3 µM] | -2% | -14%[46.1 µM] | 2% | 2% | 1.8% | 17%
10 | Cc1ccc(S(=O)(=O)N(C(=O)c2ccncc2)c2ccc(OC(=O)c3ccncc3)c3ccccc23)c(C)c1 | 47%[activator][38.3 µM] | ? | -17%[46.1 µM] | 3% | -2% | 7.2% | -11%
11 | COc1ccc(NC(=O)C2CC(=O)NC(Nc3cccc(C)c3)=N2)cc1 (stereo not drawn) | 28%[38.3 µM] | 18% | -2%[46.1 µM] | 5% | 3% | -1.1% | 5%
12 | CN1C[C@@H]2C(c3ccc(C(F)(F)F)cc3)C3(c4cccnc4)CC2(C3)[C@H]1c1ccccc1 (stereo partly drawn) | 28% | 1%[9.22 µM] | -42% | . | 1% | 4.5%&0.5% | 0%&1%
13 | Oc1c(Cl)cc(Cl)c2cccnc12 | 1%&4% | 8.9µM* | -30% | ? | 0%&0% | ? | ?
14 | C=Cn1nc(C)c2ccccc2c1=O | 20%[38.3 µM] | -4% | ? | 9% | 0% | -2.9% | 6%
15 | Cc1ccc(CNC(=O)CSc2nc3ccccc3c3nc(C)nn23)cc1 | ? | 8% | ? | -2% | 4% | -0.4% | 0%
16 | CC(C)Cc1nc(N2CCN(C(=O)Cc3ccccc3)CC2)c(C#N)c2c1COC(C)(C)C2 | . | -2% | ? | -5% | . | -9.9% | 2%
17 | Cc1cc(N/N=C/c2ccc([N+](=O)[O-])o2)nc2ccccc12 | 18% | ? | -17% | . | 3% | 6.3µM* | -20%
18 | CCn1c2ccccc2c2nnc(SCCCn3c(=O)[nH]c4ccccc43)nc21 | . | ? | ? | ? | . | 0.9% | -16%
19 | N#C/C(=N/Nc1ccc(S(=O)(=O)N2CCOCC2)cc1)C(N)=O | 11% | ? | 24% | 8%[9.22 µM] | -3% | -3.5% | 3%
20 | Cc1sc2nc(N)sc2c1C | -12%[38.3 µM] | -2% | -17%[46.1 µM] | -2% | 11% | -0.5% | 3%

# An excerpt from above, limited to HTT aggregate.
no.	Compound	HTT aggregate
18	CCn1c2ccccc2c2nnc(SCCCn3c(=O)[nH]c4ccccc43)nc21	?
19	N#C/C(=N/Nc1ccc(S(=O)(=O)N2CCOCC2)cc1)C(N)=O	?

# More records.
no. | Molecule | IMPase Li cell | HTT aggregate | NPSR antag | Lamin A splicing | Luc counter | Epigenetic reg | CBFb RUNX1 block
21 | O=C(NC(NC1CCS(=O)(=O)C1)C(=O)c1ccccc1)c1ccc(Cl)cc1 (stereo not drawn) | 17%[38.3 µM] | ? | -5%[46.1 µM] | 8% | -5% | -1.4% | -5%
22 | CCOC(=O)c1c(CC(C)C)csc1NC(=O)CCl | 21%[38.3 µM] | 11% | ? | 2% | 15% | 3.8% | 7%
23 | Cc1ccc(NC(=O)c2cnccn2)cc1S(=O)(=O)N(C)C | -5% | -7% | 13% | -4% | 1% | 1.5% | 17%
24 | COc1ccc(/C=N/NC(=O)c2ccn[nH]2)cc1COc1ccc(Cl)cc1 | -15%[38.3 µM] | 26% | 11%[46.1 µM] | 23% | 0% | -2.3% | -6%
25 | O=C(/C=C/c1ccc(O)cc1)c1c(O)cc(O)cc1O | 13% | -24%[9.22 µM] | -1% | . | 2% | -0.9%&1.1% | 15%[21.7 µM]
26 | NC(=O)C(F)(F)C12OC3C4C5CC(C6C5C3C61)C42 (stereo not drawn) | 18%[38.3 µM] | 6% | -7%[46.1 µM] | 0% | -5% | 0.0% | 0%
27 | Cc1cccc(N=C2NN=C(c3ccc4c(c3)OCCO4)CS2)c1 | -26%[38.3 µM] | -21% | -18%[46.1 µM] | ? | -20% | -1.4% | ?
28 | c1ccc(CCC2CCCCN2Cc2nc(C3CC3)no2)cc1 (stereo not drawn) | 4% | 5%[9.22 µM] | 36% | 11%[46 µM] | -3% | 1.0% | 18%
29 | Cc1oc2ncnc(N)c2c1C | 0%[38.3 µM] | 7%[9.22 µM] | 8%[46.1 µM] | -1% | -3% | 0.0% | 7%
30 | Cc1occc1-c1nnc(SCC(=O)N2CCCc3ccccc32)n1Cc1ccco1 | 31%[38.3 µM] | 10% | -23%[46.1 µM] | 4% | 0% | -1.0% | -3%

# Compound profiles (already shown). Order of screens: IMPase Li cell | HTT aggregate | NPSR antag | Lamin A splicing | Luc counter | Epigenetic reg | CBFb RUNX1 block
# Shown for c1ccc(CCC2CCCCN2Cc2nc(C3CC3)no2)cc1 (stereo not drawn) → 4% | 5%[9.22 µM] | 36% | 11%[46 µM] | -3% | 1.0% | 18%
# Shown for O=C(NC(NC1CCS(=O)(=O)C1)C(=O)c1ccccc1)c1ccc(Cl)cc1 (stereo not drawn) → 17%[38.3 µM] | ? | -5%[46.1 µM] | 8% | -5% | -1.4% | -5%
# Shown for Cc1sc2nc(N)sc2c1C → -12%[38.3 µM] | -2% | -17%[46.1 µM] | -2% | 11% | -0.5% | 3%
# Shown for Oc1c(Cl)cc(Cl)c2cccnc12 → 1%&4% | 8.9µM* | -30% | ? | 0%&0% | ? | ?
# Shown for Cc1cc(N/N=C/c2ccc([N+](=O)[O-])o2)nc2ccccc12 → 18% | ? | -17% | . | 3% | 6.3µM* | -20%

# Arranged by molecular weight (high to low): three of the compounds above.
no. | Molecule | IMPase Li cell | HTT aggregate | NPSR antag | Lamin A splicing | Luc counter | Epigenetic reg | CBFb RUNX1 block
28 | c1ccc(CCC2CCCCN2Cc2nc(C3CC3)no2)cc1 (stereo not drawn) | 4% | 5%[9.22 µM] | 36% | 11%[46 µM] | -3% | 1.0% | 18%
22 | CCOC(=O)c1c(CC(C)C)csc1NC(=O)CCl | 21%[38.3 µM] | 11% | ? | 2% | 15% | 3.8% | 7%
26 | NC(=O)C(F)(F)C12OC3C4C5CC(C6C5C3C61)C42 (stereo not drawn) | 18%[38.3 µM] | 6% | -7%[46.1 µM] | 0% | -5% | 0.0% | 0%

# Remaining list, next part
no. | Molecule | IMPase Li cell | HTT aggregate | NPSR antag | Lamin A splicing | Luc counter | Epigenetic reg | CBFb RUNX1 block
31 | CCc1ccc(NC(=O)CCNS(=O)(=O)c2cccc3nsnc23)cc1 | 20%[38.3 µM] | -1% | -5%[46.1 µM] | -4% | 17% | -0.1% | 0%
32 | CCOc1cc(C(=S)N2CCOCC2)ccc1OC | 0%[38.3 µM] | -8% | 2%[46.1 µM] | -5% | 3% | 2.1% | 8%
33 | c1ccc(Nc2n[nH]nc2-c2ccccc2)cc1 | 16%[38.3 µM] | 24% | 3%[46.1 µM] | ? | -3% | -2.1% | 4%
34 | CCC(C)NC(=O)c1cc(CC(C)C)on1 (stereo not drawn) | 13% | -13% | 2% | 0% | -2% | 1.0% | -1%
35 | COc1ccccc1N1C(=O)C(Cl)=C(Nc2ccccc2O)C1=O | 15% | 3% | -14% | . | -3% | 13% | -22%
36 | O=C(NCCCN1CCOCC1)/C(=C/c1ccc(F)cc1)NC(=O)c1ccccc1 | -6% | 9% | 13% | . | 2% | -2.1% | 13%
37 | CSCCNC(=O)c1ccc(C(C)(C)C)cc1 | -2%[38.3 µM] | 1% | 5%[46.1 µM] | 6% | -5% | 0.3% | 4%
38 | C/C(=N\Nc1c([N+](=O)[O-])c(C)nn1C)c1ccc(F)cc1F | 0% | 16% | -15% | . | 1% | 1.6% | -3%
39 | Cc1ccc(-c2ccc(/C=N\NC(=O)c3cc4c(ccc5ccccc54)o3)o2)cc1[N+](=O)[O-] | -12%[38.3 µM] | 33% | -8%[46.1 µM] | ? | -5% | -1.2% | 3%
40 | CCCNc1c(N)c(=O)oc2ccccc12 | 23%[38.3 µM] | 2% | -15%[46.1 µM] | 3% | 0% | -3.6% | 1%
41 | COc1ccc2oc3cc(C)[n+]([O-])c(-c4ccc(Br)cc4)c3c2c1 | 2% | -30% | 1% | ? | -2% | -1.0% | 0%
42 | COc1ccc(NC(=O)/C(=C/c2cccnc2)NC(=O)c2cccs2)cc1 | 2% | 6% | 28% | 0% | 5% | 0.0% | -4%
43 | CCN(CC)S(=O)(=O)c1ccc(OC)c(NC(=S)Nc2cc(C)ccc2C)c1 | 3% | 11% | -9% | -9% | 0% | -1.1% | -5%

# Screens from PubChem.

# Not all compounds are listed, so the mix of outcomes need not match the whole.
